# Screening results: PubChem BioAssay, several laboratories
# NOD1 NF-kB reporter: NOD1 signaling inhibitors, primary screen, cell-based, luminescence, uHTS (AID 1578); hit rate 1% among 290,000; NOD1-driven NF-kB luciferase reporter cells, luminescence; higher % means a stronger effect; one-dose inhibition, % at 4 µM; EC50 in µM for titrated hits; in the data active = inhibition mostly above about 36%, no sharp cut-off; inactive = mostly below about 34%;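 also: HEK-293T reporter cells stimulated with the NOD1 agonist gamma-tri-DAP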
# Ins promoter up: MIN6 insulin promoter up-regulation; MIN6 insulin promoter-GFP reporter, high-content imaging; hits give high values; z-score at 5 µM; hit rate 0.3% among 190,000; AID 1625;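 active = z-score above 3 at 5 µM with at least 500 cells counted in the well; inconclusive = wells under 500 cells, flagged as cytotoxic or low count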
# Dynein transport: dynein cargo transport inhibition; 3617.4 mouse cells, GR-EGFP nuclear translocation imaging; test concentration mostly 20 µM; stimulated with dexamethasone, 1 µM; hits give low values; z-score, hits read low; hit rate 0.47% among 220,000; AID 1381;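 active = plate z-score of nuclear minus cytoplasmic receptor signal below a set negative limit, without overly bright fluorescence or cell loss, cut at about -3.5 in these data, passing the limit was not always enough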;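 also: z-score of nuclear minus cytoplasmic ring GR-EGFP intensity difference per well; some compounds called inactive have numbers as strong as hits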
#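 Buffer or medium: Induction medium lacking tetracycline, stripped serum | Also added: Dexamethasone agonist, 1.0 µM final, for 30 min | Timing: 48 h induction, 1 h compound, 30 min dex at 37 °C | Detection: Formaldehyde fixation, Hoechst nuclear stain, 10x automated fluorescence imaging | Measure: Nuclear versus cytoplasmic GR-EGFP signal, averaged per well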
# M17LAP inhibition: P. falciparum M17LAP inhibitors, primary screen, biochemical, fluorogenic H-Leu-NHMec substrate, 1536-well (AID 1619) | recombinant M17LAP, H-Leu-NHMec fluorogenic kinetic assay; higher % means a stronger effect | inhibition, % at 30 µM; hits with a dose series show IC50 in µM | hit rate 0.38% among 220,000;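 active = compound inhibiting the enzyme by more than half at any dose during confirmatory dose-response retesting; inconclusive = strong single-dose inhibitors picked by rank but not retested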;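 also: plate controls were full reaction with DMSO carrier for no effect and no enzyme background for full effect; strong numbers were not always called active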
# Yfh1-depleted yeast: enhancers of respiration in Yfh1-depleted yeast, dose response, Friedreich's ataxia, plus single-dose screen (AID 1465); S. cerevisiae Yfh1-off respiration, WST-1 reduction, 72 h; higher fold induction means a stronger effect; hit rate 0.074% among 220,000; fold induction at 50 µM, or EC50 in µM where a hit was titrated;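 active = fold induction of absorbance versus untreated yeast above a set limit, then at least 30% activation at any dose in follow-up; inconclusive = repeats straddling the limit, or above it without dose testing; inactive = fold induction below the set limit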;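 also: activators that raise dye reduction in frataxin-depleted yeast; strong numbers were not always called active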
# MT stabilize HCS: microtubule stabilization, imaging screen; AID 2205; hit rate 0.83% among 200,000; % tubulin-high responders, % at 10 µM; HeLa tubulin immunostaining HCS, 24 h; share of cells brighter than vehicle mean+2SD;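 active = plate Z-score above 3 for both tubulin-high and condensed-nucleus cell shares, with cell loss under 80%, at 10 µM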;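 also: anti alpha tubulin signal scored within the nucleus-defined area of each cell; some results filed as inactive read as strong as hits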
# NOD2 inhibition: inhibition of NOD2-driven NF-kB reporter – cell-based, luminescence, uHTS, HEK293 (AID 1566); HEK293 NOD2/NF-kB luciferase reporter, luminescence; higher % means a stronger effect; inhibition, % at 4 µM; hits with a dose series show EC50 in µM; hit rate 0.63% among 290,000; in the data active = inhibition above about 50%; also: many of its hits are not listed in these tables
# Autophagy HCS: alters autophagy in cells; MEF GFP-LC3 puncta imaging; test concentration mostly 10 µM; calls only at 10 µM (by protocol); hit rate 0.98% among 190,000;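 active = percentage of spot-positive cells more than 3 SD above its plate mean, without a fluorescence outlier flag or 80% toxicity; inconclusive = no clear call, values can overlap the other calls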;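 also: spot-positive cell cutoff set from DMSO-treated cells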
# bCat nuc transl: modulators of beta-catenin nuclear translocation | HeLa beta-catenin nuclear translocation, immunofluorescence imaging | nuclear translocation activity, % at 5 µM | AID 1665 | hit rate 0.3% among 190,000;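 active = nuclear translocation activity above 50% at 5 µM, with a well cell count of 50 or more; inconclusive = wells under 50 cells across six images, flagged as toxic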;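 also: per-cell ratio of nuclear to cytoplasmic median beta-catenin stain intensity; plate controls were DMSO negative control for no effect and GSK-3 inhibitor IX positive control for full effect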
#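 Technique: fluorescence imaging of beta-catenin antibody stain plus DAPI / Material: human HeLa cell line / Incubation: compound treatment 24 h, 37°C, 5% CO2 / Read-out basis: % activation of per-cell nuclear versus cytoplasmic median beta-catenin signal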
# Dynein transport cytoplasmic EGFP: also measured in Dynein transport; calls as there; z-score; measured here: cytoplasmic GR-EGFP intensity; hits give high values
# Dynein transport nuclear GR-EGFP: recorded beside Dynein transport, whose call it bears; z-score; measured here: nuclear GR-EGFP intensity;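 lower value marks the stronger effect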
# Dynein transport cell count: further read-out of Dynein transport, marked with its call; z-score; measured here: cell count per field
# Ins promoter up cell count: recorded beside Ins promoter up, whose call it bears; cell count; measured here: cytotoxicity, nuclei count;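 total cells summed across four imaged fields per well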
# bCat nuc transl cell count 5 µM: second read-out of bCat nuc transl, no call of its own (marks repeat the call); cell count; measured here: cell count, cytotoxicity flag
# MT stabilize HCS Hoechst-high %: also measured in MT stabilize HCS; calls as there; % Hoechst-high responders; measured here: nuclear condensation Hoechst responders;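 share of cells brighter than vehicle mean plus two SD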
# MT stabilize HCS cytotoxicity %: also measured in MT stabilize HCS; calls as there; toxicity, %; measured here: cytotoxicity by cell density;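 0% = mean cell density of plate MIN control wells and 100% = no cells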
# Autophagy HCS cell loss 18 h: second read-out of Autophagy HCS, no call of its own (marks repeat the call); toxicity, %; measured here: cell loss, nuclei count;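 cell loss after 18 h compound exposure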
# Numbers without * were called inactive; i = inactive; ? = inconclusive; nt = no result given. Not all compounds are listed (hit frequency here may not be typical).
SMILES,NOD1 NF-kB reporter,Ins promoter up,Ins promoter up cell count,Dynein transport,Dynein transport cytoplasmic EGFP,Dynein transport nuclear GR-EGFP,Dynein transport cell count,M17LAP inhibition,Yfh1-depleted yeast,MT stabilize HCS,MT stabilize HCS Hoechst-high %,MT stabilize HCS cytotoxicity %,NOD2 inhibition,Autophagy HCS,Autophagy HCS cell loss 18 h,bCat nuc transl,bCat nuc transl cell count 5 µM
COc1cccc(-c2nnc3sc(-c4ccc(C)cc4)nn23)c1,37%,0.35,1510,-0.43,-0.06,-0.066,-0.041,-18%,nt,33*,25*,38*,5%,i,1,68*,600*
O=C(CSc1ccc2nnc(-c3cccc(F)c3)n2n1)NCc1ccco1,15%,nt,nt,-0.093,-0.19,0.27,0.44,-9%,i,4.0,2.1,11,11%,i,-11,nt,nt
C=CCNCCCCOc1c(Cl)cc(C)cc1Br,6%,-0.74,1394,0.16,-0.23,-0.14,0.52,13%,i,0.9,1.3,8.2,-7%,i,-1,0.9,1365
O=C(O)C1C2CCC(O2)C1C(=O)NCc1ccncc1 (stereo not given),2%,nt,nt,2.1,-0.12,1.2,-1.5,-7%,i,7.0,3.4,8.1,-8%,i,-11,nt,nt
Cc1ccc(N2N=C(c3ccc(F)cc3)CC2c2ccco2)cc1 (stereo not given),-23%,-0.21,1253,-0.22,-0.25,-0.16,-0.095,7%,i,0.9,3.0,0.6,-12%,i,3,1.2,1020
CCCCn1nc2cc(C(=O)NCC3CC3)ccc2c1OCC,3%,-0.31,1633,-0.58,-0.17,0.21,0.45,-48%,i,2.1,1.5,3.2,8%,i,10,0.1,1361
COc1ccc(NC(=O)CSc2ccc3c(c2)OCCO3)cc1OC,3%,-0.26,1271,-0.52,-0.32,-0.084,0.38,2%,i,3.4,1.7,5.2,18%,i,11,-0.9,1335
CCn1c(N)[n+](CC(=O)Nc2ccc(SC(F)F)cc2)c2ccccc21,-2%,0.1,872,0.056,-0.79,-0.29,-0.12,5%,i,nt,nt,nt,11%,nt,nt,2.9,1252
COc1cccc(OCCN2CCN(c3ncnc4c3cnn4-c3ccccc3)CC2)c1,-3%,-1.1,664,0.26,-0.048,0.18,0.39,2%,i,2.9,2.9,13,25%,i,2,0.9,1463
CC(=O)OCC(CCn1cnc2cnc(N)nc21)COC(C)=O,-2%,-0.21,1497,nt,nt,nt,nt,-1%,i,nt,nt,nt,2%,nt,nt,-3.9,1215
CCOC(=O)c1sc(SC)c2c1CCCC2=O,-4%,0.12,1498,-0.51,-0.19,-0.33,0.21,0%,i,nt,nt,nt,11%,nt,nt,0.6,1134
COc1ccc(C(=O)CCC(C)(C)[N+](=O)[O-])cc1OC,-27%,-0.92,1312,0.15,-0.15,-0.47,-0.4,3%,i,1.6,1.0,0.7,14%,i,14,-0.6,1045
Cc1cccc(C(C)C)c1NC(=O)CSc1nncn1C,7%,0.56,829,0.056,-0.25,0.28,0.3,1%,i,1.6,1.8,2.8,5%,i,-14,3.3,1024
Cc1nc2c(C)cccc2cc1C(=O)N/N=C/c1ccc(O)cc1,-26%,-1.2,1223,-0.46,-0.23,-0.35,0.21,-2%,i,3.9,2.9,5.7,-54%,i,7,nt,nt
Cc1ccc(-c2csc3nc4cc(C(N)=O)ccc4c(=O)n23)cc1,-2%,-0.61,994,-0.73,-0.78,-0.28,0.7,-8%,i,nt,nt,nt,12%,nt,nt,1.0,1360
Cc1cccc(C2c3[nH]c4ccccc4c3CCN2C(=O)c2ocnc2C)n1 (stereo not given),-29%,1.1,1626,-0.15,-0.31,0.088,0.22,4%,i,2.9,3.4,5.8,3%,i,7,-0.6,962
C=CCn1c(SCc2csc(-c3ccc(Cl)cc3)n2)nnc1-c1ccccc1OC,11%,-0.54,1539,-0.57,-0.29,-0.26,0.44,-2%,i,4.1,1.1,7.0,21%,i,7,-1.9,1134
O=C1CC(NC(=O)C(F)(F)F)c2cc3c(cc21)OCO3 (stereo not given),8%,1,1125,-1.3,-0.17,-0.54,0.97,-12%,i,3.0,2.3,5.1,9%,i,6,0.0,1103
Cc1c(Cl)cccc1NC(=S)NCCC(c1ccccc1)c1ccccc1,26%,0.09,1126,0.12,-0.26,1.2,-0.58,7%,?,3.6,2.7,5.5,9%,i,14,-3.2,541
Cc1cc(C(=O)Nc2ccccc2)oc(=O)c1,-10%,nt,nt,0.28,-0.22,-0.00096,-0.45,-2%,i,nt,nt,nt,-31%,nt,nt,-2.2,1330

# The last five entries of the section above open the next one:
SMILES,NOD1 NF-kB reporter,Ins promoter up,Ins promoter up cell count,Dynein transport,Dynein transport cytoplasmic EGFP,Dynein transport nuclear GR-EGFP,Dynein transport cell count,M17LAP inhibition,Yfh1-depleted yeast,MT stabilize HCS,MT stabilize HCS Hoechst-high %,MT stabilize HCS cytotoxicity %,NOD2 inhibition,Autophagy HCS,Autophagy HCS cell loss 18 h,bCat nuc transl,bCat nuc transl cell count 5 µM
Cc1cccc(C2c3[nH]c4ccccc4c3CCN2C(=O)c2ocnc2C)n1 (stereo not given),-29%,1.1,1626,-0.15,-0.31,0.088,0.22,4%,i,2.9,3.4,5.8,3%,i,7,-0.6,962
C=CCn1c(SCc2csc(-c3ccc(Cl)cc3)n2)nnc1-c1ccccc1OC,11%,-0.54,1539,-0.57,-0.29,-0.26,0.44,-2%,i,4.1,1.1,7.0,21%,i,7,-1.9,1134
O=C1CC(NC(=O)C(F)(F)F)c2cc3c(cc21)OCO3 (stereo not given),8%,1,1125,-1.3,-0.17,-0.54,0.97,-12%,i,3.0,2.3,5.1,9%,i,6,0.0,1103
Cc1c(Cl)cccc1NC(=S)NCCC(c1ccccc1)c1ccccc1,26%,0.09,1126,0.12,-0.26,1.2,-0.58,7%,?,3.6,2.7,5.5,9%,i,14,-3.2,541
Cc1cc(C(=O)Nc2ccccc2)oc(=O)c1,-10%,nt,nt,0.28,-0.22,-0.00096,-0.45,-2%,i,nt,nt,nt,-31%,nt,nt,-2.2,1330
COC(=O)c1sc(NC(=S)NC(=O)c2ccccc2Cl)nc1C,38%,2.6,1350,2.2,-0.13,1.1,-1.1,-1%,i,0.9,3.9,6.9,-109%,i,-9,-6.5,531
Oc1c(CN2CCOCC2)ccc2ccccc12,-1%,0.28,1479,-0.47,-0.18,0.23,0.21,nt,i,2.3,1.8,6.6,16%,i,4,-0.5,999
CCCCC(c1nnnn1C1CCCC1)N1CCN(C(=O)c2ccco2)CC1 (stereo not given),-25%,0.28,1348,-0.85,-0.18,-0.16,0.79,8%,i,5.5,2.2,7.9,-10%,i,11,-2.1,1169
Cc1cc(C(F)(F)F)c2c(C)nn(CCc3nn[nH]n3)c2n1,4%,0.07,1209,-0.12,-0.22,-0.031,0.041,-10%,i,2.1,2.1,28,2%,i,1,nt,nt
O=C(CSc1nnc(CNC(=O)c2ccccc2F)o1)NCCc1ccccc1,-25%,0.51,979,2.2,-0.16,1.9,-0.45,5%,i,2.4,1.6,11,-17%,i,-8,-0.2,1184
COc1ccc(-c2csc(CCn3nc(C)cc3C)n2)cc1OC,-33%,-0.97,1261,-0.66,1.5,-0.59,0.2,5%,i,1.9,3.6,3.9,14%,i,-3,-0.7,1132
COc1cc(-c2cc(-c3ccc(F)cc3)nc(N)c2C#N)ccc1O,-29%,-0.69,1387,0.075,-0.34,-0.047,0.54,-3%,i,4.8,2.8,8.5,4%,i,1,-0.1,1053
O=C1OC(c2cccs2)=N/C1=C\c1ccc(-c2cccc(Cl)c2)o1,-34%,0.37,1642,-1.9,0.091,-1.2,-1,38%,i,2.9,2.1,8.9,-5%,i,41,-1.8,1110
O=C(CC1C(=O)N(c2ccccc2)C(=O)N1Cc1ccco1)Nc1ccccc1 (stereo not given),-50%,0.12,1522,-0.43,-0.18,-0.039,0.46,-32%,i,2.4,0.8,6.8,17%,i,-11,-3.0,1076
O=C(Nc1ccccc1O)c1cc(S(=O)(=O)N2CCOCC2)c(Cl)cc1Cl,-11%,-0.56,1113,-0.75,-0.28,0.01,1.7,9%,i,4.3,2.6,5.8,12%,i,22,-4.5,1013
Cc1ccccc1N1CCN(CCCOc2ccc3c(C)cc(=O)oc3c2)CC1,-17%,nt,nt,-0.9,-0.052,-0.65,-0.77,-11%,i,3.6,1.7,2.5,-12%,i,-4,1.9,1030
O=[N+]([O-])c1ccccc1OCC(O)CNC1CCCC1 (stereo not given),0%,-0.91,1035,-0.44,-0.77,-0.056,0.39,1%,i,nt,nt,nt,6%,nt,nt,0.6,1280
